Bioassay records as filed in PubChem.
MsrA inhibitor – inhibits bovine methionine sulfoxide reductase A; purified bovine MsrA, absorbance read-out; hit rate 0.75% among 360,000; inhibition, % at 15.5 µM; in the data active = inhibition above about 4.5%;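 also: 0% = vehicle wells with enzyme and 100% = reference inhibitor wells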
Starred values were filed as active, the others as inactive. Not all compounds are listed, so the mix of outcomes need not match the whole.

MsrA inhibitor	Compound
1.1	CCN(CC)CCNC(=O)c1ccc(NCN2C(=O)NC(c3ccccc3)(c3ccccc3)C2=O)cc1
-1.0	O=c1nc2n(Cc3ccccc3)c3ccccc3cc-2c(=O)[nH]1
-0.4	CC(=O)c1ccccc1OC(=O)COc1ccc(Cl)cc1C
-0.8	COC(=O)C1=C(C)N(C)C(=NCc2ccccc2)NC1CCc1ccccc1 (stereo unspecified)
-0.3	CN(C(=O)[C@H]1O[C@@H](n2cnc3c(=O)[nH]c(N)nc32)[C@H](O)[C@@H]1O)C1CCCCC1
0.2	CC(C)(C)C(=O)c1c(N)[nH]c(C(=O)c2ccccc2)c1-c1ccc([N+](=O)[O-])cc1
-0.2	COCc1[nH]nc2c1C(c1ccc(Br)cc1)N(Cc1ccccc1)C2=O (stereo unspecified)
-0.2	C[C@@H]1C=CC(=O)O[C@@H]1c1ccc(Cl)cc1

(continued)
MsrA inhibitor	Compound
-0.3	Cc1nnc(NC(=O)c2csc3c2CCCC3)s1
-0.4	O=C(N[C@H](C(=O)N1CCC[C@H]1C(=O)NC1CCCC1)C1CCCCC1)c1ccc(Cl)c(Cl)c1
-0.6	CC1CCN(CCNC(=O)c2ccc3c(=O)n(CCc4ccccc4)c(=O)[nH]c3c2)CC1
1.8	Cc1ccc(C(=O)NC(C#N)=C(Cl)Cl)cc1
0.8	COCC#Cc1ccc2c(c1)O[C@H](CN(C)C(=O)c1ccccc1)[C@@H](C)CN([C@H](C)CO)S2(=O)=O
0.1	CCCCOCC1CN(CCCC)S(=O)(=O)c2c(Oc3ccc(F)cc3)cccc2O1 (stereo unspecified)
-0.2	CCc1cc2c(nc1CC)CCCN2S(=O)(=O)c1ccc(F)cc1
0.6	COC(=O)[C@]12C[C@H](CC(=O)NCCCN3CCCC3=O)C(=O)N(CCC3=CCCCC3)C1=C[C@H](COCc1ccccc1)O[C@@H]2C

Three of the entries above in order of the MsrA inhibitor value, high to low.
MsrA inhibitor	Compound
-0.2	CCc1cc2c(nc1CC)CCCN2S(=O)(=O)c1ccc(F)cc1
-0.4	O=C(N[C@H](C(=O)N1CCC[C@H]1C(=O)NC1CCCC1)C1CCCCC1)c1ccc(Cl)c(Cl)c1
-0.6	CC1CCN(CCNC(=O)c2ccc3c(=O)n(CCc4ccccc4)c(=O)[nH]c3c2)CC1

Of the compounds above, these contain sulfur:
MsrA inhibitor	Compound
-0.3	Cc1nnc(NC(=O)c2csc3c2CCCC3)s1
0.8	COCC#Cc1ccc2c(c1)O[C@H](CN(C)C(=O)c1ccccc1)[C@@H](C)CN([C@H](C)CO)S2(=O)=O
0.1	CCCCOCC1CN(CCCC)S(=O)(=O)c2c(Oc3ccc(F)cc3)cccc2O1 (stereo unspecified)
-0.2	CCc1cc2c(nc1CC)CCCN2S(=O)(=O)c1ccc(F)cc1

The results go on.
MsrA inhibitor	Compound
-0.2	COc1ccc(CNC(=O)[C@@H](Cc2ccccc2)NC(=O)[C@H]2O[C@@H](n3cnc4c(=O)[nH]c(N)nc43)[C@H](O)[C@@H]2O)cc1
0.7	COc1ccc(CNC(=O)N(C)C[C@@H]2OCc3ccccc3-c3c(n(C)c4ccccc34)C(=O)N([C@@H](C)CO)C[C@@H]2C)cc1
-1.1	COC(=O)N1C[C@H](OC(=S)Nc2ccc(OC)cc2OC)[C@H]2C[C@@H]1c1ccccc1O2
-0.6	C[C@H]1COc2cc(NCCO)ccc2S(=O)(=O)N1
-0.5	COc1cccc(C(=O)N[C@H](C(=O)N2CCC[C@H]2C(=O)NC2CCCC2)C2CCCCC2)c1
1.2	O=C(Nc1ccc(-c2nnn(CC(=O)N3CCN(C(=O)c4ccco4)CC3)n2)cc1)c1ccccc1F
0.2	CC(C)(C)OC(=O)N1CCC2CCN(S(C)(=O)=O)CC21 (stereo unspecified)
-1.0	COc1ccc(-c2cscc2N)cc1

Remaining list, next part.
MsrA inhibitor	Compound
1.2	O=C1c2ccccc2/C(=C\c2ccc(Br)nc2)N1c1ccccc1
0.8	Cc1ccc(-c2cc(NC(=O)Cc3c[nH]c4ccccc34)ccc2N(C)c2cccnc2)cc1
-0.5	CC1=C(C(=O)OCc2ccccc2)C(c2ccc(-c3ccccc3)cc2)NC(=O)N1CCCC(=O)O (stereo unspecified)
0.7	COc1ccc2c(c1)[C@@H](NC(=O)C(F)(F)F)[C@@H]1CCCC[C@]21c1ccccc1
0.2	CCCCOCC1CN(CCCC)S(=O)(=O)c2c(Oc3ccc(SC)c(C)c3)cccc2O1 (stereo unspecified)
-0.3	O=C1/C(=C/c2cccs2)SC(=S)N1C1CCS(=O)(=O)C1 (stereo unspecified)
0.7	CCOC(=O)C1=CCN(S(=O)(=O)c2cccc(Cl)c2)C1c1ccc(Cl)c(Cl)c1 (stereo unspecified)
-1.5	O=C(O)[C@@H]1C[C@@H](O)CN1

(cont.)
MsrA inhibitor	Compound
1.4	COC(=O)[C@]12C[C@H](CC(=O)N3CCC(c4ccccc4)CC3)C(=O)N(Cc3ccccc3)C1=C[C@H](C(C)C)O[C@@H]2C1CC1
1.7	C[C@@H]1NC(=O)[C@H](CC(N)=O)NC(=O)c2cc([N+](=O)[O-])cc(I)c2OCC[C@@H](C(=O)NC(CC(=O)O)C(N)=O)NC1=O (stereo partly specified)
0.2	COC(=O)[C@]12C[C@H](CC(=O)NCc3ccccc3)C(=O)N(Cc3ccc4c(c3)OCO4)C1=C[C@H](COCc1ccccc1)O[C@@H]2C
-0.7	O=C(NCc1ccccc1)[C@H]1CCCN1C(=O)[C@H]1CCCN1C(=O)c1ccc(F)c(F)c1
-0.7	Cc1ccc(S(=O)(=O)N2CC(CBr)=CCC2c2ccccc2)cc1 (stereo unspecified)
-0.9	Cc1ccccc1-c1ccc2c(c1)[C@@H]1C[C@H]3[C@@H](CN1CC2)[C@H](C)OC(C1CCCCC1)N3C (stereo partly specified)
1.3	O=C(O)C1CCCCC1C(=O)Nc1cc(Cl)ccc1Cl (stereo unspecified)
-0.3	COc1ccccc1CNC(=O)c1cn(C)c2ccc(S(=O)(=O)N3CCCCC3)cc2c1=O

Other compounds
MsrA inhibitor	Compound
0.2	CC(=O)O[C@@H]1C=C[C@@H](C#Cc2ccc(C(C)(C)C)cc2)O[C@@H]1COC(=O)NC(C)C
-0.8	C#CCC1c2ccccc2CCN1CC=C (stereo unspecified)
-0.8	COC(=O)C1=C(C)N(Cc2cccc(C(F)(F)F)c2)C(=NCc2cc(OC)c(OC)c(OC)c2)NC1c1ccccc1 (stereo unspecified)
-0.3	O=C(N/N=C/c1ccco1)c1cc(C2CC2)nc2ccccc12
-0.2	O=C(NCc1ccccc1)[C@@H]1CCCN1C(=O)[C@H]1CCCN1C(=O)c1ccc(F)cc1F
-0.7	O=C(CSc1cccc[n+]1[O-])Nc1ccc(N2CCOCC2)cc1
1.5	C[C@@H]1C=CCCO[C@]12C(=O)N(Cc1ccccc1C(F)(F)F)c1cccc(Br)c12
0.8	COC(=O)C1=C(C)N(Cc2ccc(F)cc2)C(=S)NC1c1cccc(F)c1 (stereo unspecified)

Following part.
MsrA inhibitor	Compound
3.7	Cc1ccc(S(=O)(=O)c2cc3c(=O)n4ccccc4nc3n(Cc3ccco3)c2=N)cc1C
0.1	CN1CCCCC(NC(=O)c2cccc(C(F)(F)F)c2)C1=O (stereo unspecified)
0.6	Cc1ccc(S(=O)(=O)NCC2CCN(C(=O)C(=O)c3cccs3)CC2)cc1
0.3	COc1cc2c(c3c1c(=O)c1cccc(F)c1n3C)C=CC(C)(C)O2
0.5	COC(=O)[C@]12C[C@H](CC(=O)N3CCOCC3)C(=O)N(CCc3ccc(OC)c(OC)c3)C1=C[C@H](C(C)(C)C)O[C@@H]2C
-0.9	COc1ccc(N2C(=O)c3n[nH]c(C(C)C)c3C2c2ccc(F)cc2)cc1 (stereo unspecified)
0.1	COc1cc(NC(=O)[C@@H](Cc2ccccc2)NC(=O)[C@H]2O[C@@H](n3ccc(=O)[nH]c3=O)[C@H](O)[C@@H]2O)cc(OC)c1OC
-0.2	CN1C(=O)[C@@]2(C3=C(CCCC3=O)OC3=C2C(=O)CC(C)(C)C3)c2ccccc21

More records:
MsrA inhibitor	Compound
0.4	O=C1N[C@@H](Cc2ccccc2)C(=O)N2[C@@H]1C[C@]1(Br)c3ccccc3N(S(=O)(=O)c3ccccc3)[C@H]21
0.2	CC(=O)c1ccc(S(=O)(=O)N2CCN(C(=O)C(=O)c3cccc(C(F)(F)F)c3)CC2)cc1
0.4	CCCCn1c(=O)[nH]c(=O)c2c1nc(-c1ccc(-c3ccc(F)cc3)o1)n2C
-0.7	O=C(N[C@@H](Cc1cccnc1)C(=O)N1CCC[C@H]1C(=O)NC1CCCC1)C1CCCC1
1.6	C[C@H](O)[C@@H]1C(=O)N2CCc3c([nH]c4c(-c5ccccc5)cccc34)[C@@H]2C[C@@H]1N(C)C(=O)Nc1cccc2ccccc12
0.2	COC(=O)[C@]12C[C@H](CC(=O)NCCCN3CCCC3=O)C(=O)N(Cc3ccccc3)C1=C[C@H](C1CCCC1)O[C@@H]2C
-0.8	COC(=O)C1=C(C)N(Cc2ccccc2C(F)(F)F)C(=NCc2ccc(OC)cc2)NC1c1ccccc1C(F)(F)F (stereo unspecified)
1.5	COc1ccc(-c2nc(CC(=O)O)cs2)cc1OC

Continuation:
MsrA inhibitor	Compound
4.6*	CC1CCCC(C)N1/N=C/c1cc(Br)c(O)c(Br)c1 (stereo unspecified)
-0.1	COc1ccc(CCC(=O)Nc2sccc2C#N)cc1
0.1	C=CCNc1ccc2c(c1)OC[C@H](CC(C)C)NS2(=O)=O
2.3	CC(C)C1CC(N(C)C)=CC(=S)N1 (stereo unspecified)
-0.2	COC(=O)[C@]12C[C@H](CC(=O)NCc3ccc(OC)c(OC)c3)C(=O)N(CCc3ccc(OC)c(OC)c3)C1=C[C@H](C(C)(C)C)O[C@@H]2C
-0.8	CC(C)CN1CCC(CN2C(=S)NC[C@@H]2Cc2ccccc2)CC1
-1.1	O=C(CSc1nc(-c2ccccc2F)nc2nc[nH]c12)Nc1c(Cl)cc(Cl)cc1Cl
0.0	Cc1ccc(S(=O)(=O)N2CCC(=O)N(CCOC(=O)NCc3ccccc3)CC2)cc1

(cont.)
MsrA inhibitor	Compound
-1.8	CC(C)=CCN1C(=O)[C@]2(OCCC=C[C@H]2C)c2c(Br)cccc21
1.7	COc1ccc(OC)c(CC(NC(C)=O)C(=O)NC2CCN(c3cc(C)nc4ncnn34)CC2)c1 (stereo unspecified)
-0.6	O=C1NC(=O)C2C3C=CC(C12)C1C(=O)NC(=O)C31 (stereo unspecified)
0.4	COc1ccc(CN(C)C(=O)[C@@H](Cc2ccccc2)NC(=O)[C@H]2O[C@@H](n3ccc(N)nc3=O)[C@H](O)[C@@H]2O)cc1OC
-0.1	C#CCN(C[C@H]1[C@H](OC(=O)Nc2cccs2)[C@H](OC(=O)Nc2cccs2)CN(C(=O)OC(C)C)N1C(=O)OC(C)C)S(=O)(=O)c1ccc(C)cc1
0.8	O=C(NCc1ccccc1)[C@@H]1CCCN1C(=O)[C@H]1CCCN1C(=O)c1ccc(F)cc1
-0.3	COc1ccc(C2CC(c3cccs3)=NN2c2ccc(C=O)cc2)cc1 (stereo unspecified)
-0.2	S=C1NC[C@H](Cc2ccccc2)N1CC1CCN(CCCC2CCCCC2)CC1

Other entries follow.
MsrA inhibitor	Compound
0.8	CC12C=CC(C)(C3C(=O)NC(=O)C31)C1C3C(=O)NC(=O)C3C12 (stereo unspecified)
0.2	Cc1cc(Nc2cccc(Br)c2)cc(=O)n1-c1cccc(Br)c1
5.8*	O=C(O)c1cc(-c2ccccc2)nc2nc(N3CCCCC3)sc12
-0.6	COc1ccc(CCN=C(NS(=O)(=O)c2ccc(Cl)cc2)c2ccccc2)cc1
1.4	CN1CCCC1CCNc1ccc2oc3ccccc3c(=O)c2c1 (stereo unspecified)
0.5	Cc1ccc2nc(CN(C)C(=O)[C@@H](Cc3ccccc3)NC(=O)[C@H]3O[C@@H](n4ccc(=O)[nH]c4=O)[C@H](O)[C@@H]3O)[nH]c2c1
-0.7	COc1ccc(C2=CN(Cc3ccccc3)C(c3ccc(OC)cc3)CC2=O)cc1 (stereo unspecified)
0.3	CC(=C1N=C(c2ccccc2)OC1=O)c1cccs1

Marked active in MsrA inhibitor, of those listed so far:
MsrA inhibitor	Compound
4.6*	CC1CCCC(C)N1/N=C/c1cc(Br)c(O)c(Br)c1 (stereo unspecified)
5.8*	O=C(O)c1cc(-c2ccccc2)nc2nc(N3CCCCC3)sc12

The list goes on:
MsrA inhibitor	Compound
3.2	COCC(=O)Nc1cc(C(=O)Nc2ccccc2)ccc1Cl
0.2	COC(=O)[C@]12C[C@H](CC(=O)NCc3ccccc3)C(=O)N(Cc3ccccc3)C1=C[C@H](C1CCCC1)O[C@@H]2C
1.2	CC(C)CC1NC(=O)c2ccccc2-n2c1nc1ccc(Cl)cc1c2=O (stereo unspecified)
-0.8	O=C(Nc1c(Cl)c(C2CC2)nn1-c1ccccc1)C(Cl)(Cl)Cl
-0.6	Cc1ccccc1C(=O)N1CCN(C(=O)C(=O)c2cccc(C(F)(F)F)c2)CC1
0.1	CCCCCn1cc(CCC(=O)Nc2ccc(N(C)c3ccccn3)cc2)c2ccccc21
1.6	CC(=O)Nc1ccc(S(=O)(=O)NCC2CCN(C(=O)C(=O)c3cc4ccccc4o3)CC2)cc1
-0.4	Nc1[nH]c(C(=O)c2ccccc2)c(-c2cccc3ccccc23)c1C(=O)NC1CCCCC1

Going on with the list.
MsrA inhibitor	Compound
-0.2	O=C(N[C@H](C(=O)N1CCC[C@H]1C(=O)NC1CCCC1)c1ccccc1)c1ccccc1
-0.2	CC[C@H](NC(=O)[C@@H](Cc1ccccc1)NC(=O)[C@H]1O[C@@H](n2ccc(=O)[nH]c2=O)[C@H](O)[C@@H]1O)c1ccccc1
0.2	COCCN1CCCc2nc(-c3ccc(F)cc3)ccc21
1.4	Cc1ccc(S(=O)(=O)Nc2ccccc2C(=O)NCC2CCCO2)cc1 (stereo unspecified)
-1.0	COC(=O)C1=C(C)N(C)C(=NCc2ccc3c(c2)OCO3)NC1c1ccc(Cl)cc1 (stereo unspecified)
0.5	COc1ccc(Cn2c(C)c(CC(=O)Nc3ccc(Oc4cccnc4)c(C)c3)c3ccccc32)cc1
1.1	CN(C)CCN(C(=O)c1ccc(N2C(=O)CCC2=O)cc1)c1nc2cc3c(cc2s1)OCCO3
